KB-3-1 tox: qHTS assay for MDR1-selective chemotherapeutics: Primary screen using the parental adenocarcinoma cell KB-3-1 | 400,000 compounds, 1.4% hits | KB-3-1 viability, CellTiter-Glo ATP luminescence, 72 h | Potency, µM (top dose mostly 46.1 µM), inactives show at the top dose activity change, negative = cytotoxic, most hits filed as cytotoxic; note: potency is the fitted concentration of half-maximal effect; % is set by controls: 0 for no effect and ±100 for the full control effect; nearly all actives have a fitted effect of over 60% in size
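KB-3-1 parental drug-naive adenocarcinoma cells in DMEM/10% FBS, incubated 72 h at 37 C with pin-transferred compounds across a concentration series. Viability by CellTiter-Glo luminescence; concentration-response curves fitted after normalization.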
HT1080 IDH1KD tx: qHTS for induction of synthetic lethality in tumor cells producing 2HG: qHTS for the HT-1080-IDH1KD cell line; Potency, µM (doses to about 46.1 µM), for the others: at the top dose activity, negative = toxicity, hits mostly cytotoxic; AID 686971, 2013; HT-1080 IDH1 knockdown viability, ATP luminescence, 48 h; 360,000 compounds, 2% hits;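 note: potency is the fitted concentration of half-maximal effect; 0% = DMSO wells and -100% = cell-free medium wells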
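IDH1KD HT-1080 cells, 750/well, RPMI + 5% FBS; compound pinned after 2 h settling; 48 h, 37 °C; CellTiter-Glo luminescence; % activity normalised to DMSO and no-cell wells; curves fitted, classed by r2 and efficacy.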
MCF10A rerep: A quantitative high throughput screen for small molecules that induce DNA re-replication in MCF 10a normal breast cells. MCF 10A DNA re-replication, Hoechst nuclear intensity, 48 h. Potency, µM (titrated, usually from 46.1 µM), inactives show at the highest dose activity, positive = re-replication, actives largely listed as activators. 350,000 compounds, 2.9% hits. AID 624296, 2012; note: potency is the fitted concentration of half-maximal effect; % of control where 0% means no effect; nearly all actives have a fitted effect of over 50% in size
S2 tox: Viability Counterscreen for Primary qHTS for Inhibitors of ATXN expression. Potency, µM (doses to about 56.7 µM), actives largely listed as cytotoxic. AID 651635, 2014. S2 cells (HEK-293 line with an ATXN2-luciferase reporter) viability, CellTiter-Fluor protease fluorescence, 24 h. 400,000 compounds, 0.49% hits; note: potency is the fitted concentration of half-maximal effect; nearly all actives have a fitted effect of over 40% in size
HT1080-NT tox: qHTS for induction of synthetic lethality in tumor cells producing 2HG: qHTS for the HT-1080-NT fibrosarcoma cell line; HT-1080-NT fibrosarcoma viability, CellTiter-Glo ATP luminescence, 48 h; Potency, µM (highest dose often 46.1 µM), without a hit: top-dose activity, negative = less viability, hits mostly cytotoxic; 360,000 compounds, 1.6% hits;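 note: NT is the 2HG producing partner of a matched IDH1 knockdown line; potency is the fitted concentration of half-maximal effect; 0% = DMSO-treated cells and -100% = media-only wells without cells; nearly all actives have a fitted effect of over 55% in size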
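Viability by CellTiter-Glo luminescence after 48 h compound exposure at 37C of HT-1080-NT cells (750/well, RPMI, 5% FBS). % activity scaled between DMSO wells and medium-only wells, then curve-fitted and categorized by curve class.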
KB-V1 MDR tox: qHTS assay for MDR1-selective chemotherapeutics: Primary screen using the drug-selected MDR subline cells KB-V1 | KB-V1 MDR cells viability, CellTiter-Glo, 72 h | Potency, µM (doses to about 46.1 µM), for inactives: top-dose activity change, negative = cytotoxicity, actives largely listed as cytotoxic | 400,000 compounds, 3.4% hits | AID 1347076, 2019; note: potency is the fitted concentration of half-maximal effect; % is set by controls: 0 for no effect and ±100 for the full control effect; nearly all actives have a fitted effect of over 60% in size
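Following 72 h at 37 degrees C with compound, KB-V1 cell viability was read by CellTiter-Glo luminescence, medium being phenol-red-free DMEM plus 10% FBS; concentration-response parameters came from normalized, curve-fitted qHTS data.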
IL-1B inflam inh: qHTS for Inhibitors of Inflammasome Signaling: IL-1-beta AlphaLISA Primary Screen | THP-1 LPS/ATP IL-1B secretion, AlphaLISA, 16 h; active compounds read low | activity change, % at 57.5 µM | 360,000 compounds, 4.7% hits | AID 743279, 2014; in the data active = activity change below about -50%; inconclusive = mostly about -30% to -49%; note: % is set by controls: 0 for no effect and ±100 for the full control effect
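THP-1 cells pretreated 1 hr with compounds (up to 57.5 uM final), then stimulated with LPS (250 ng/mL final) plus ATP (1.25 mM final); secreted IL-1B measured by AlphaLISA after 16 hr, decreased signal indicating inhibition.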
SW480 rerep: A quantitative high throughput screen for small molecules that induce DNA re-replication in SW480 colon adenocarcinoma cells; SW480 DNA re-replication, Hoechst DNA content imaging, 48 h; Potency, µM (top dose mostly 46.1 µM), for the others: top-dose re-replication activation, most hits filed as activators; 340,000 compounds, 1.8% hits; AID 624297, 2012; note: potency is the fitted concentration of half-maximal effect; % of control where 0% means no effect; nearly all actives have a fitted effect of over 55% in size
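Treated cells incubate 48 hr (37 C, 5% CO2), are stained 40 min with Hoechst, and nuclear fluorescence is enumerated; a rise in nuclei with high DNA signal marks re-replication.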
ATXN2 expr inh: Primary qHTS for Inhibitors of ATXN expression. HEK-293 ATXN2-luciferase reporter, luminescence, 24 h. Potency, µM (doses to about 57 µM), for inactives: top-dose activity change, negative = inhibition, usual class: inhibitors. 360,000 compounds, 0.72% hits. AID 1745845, 2022; note: potency is the fitted concentration of half-maximal effect; % is set by controls: 0 for no effect and ±100 for the full control effect; nearly all actives have a fitted effect of over 55% in size
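qHTS (up to 57 uM final) was run with 24 h compound exposure of reporter cells at 37 °C. Each well was multiplexed: SteadyGlo luminescence measured ATXN2-luciferase expression after a fluorogenic Gly-Phe-AFC viability readout (25 uM final).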
* = called active by the depositor; i = inactive; ? = inconclusive; · = no result given; & = joins results of further samples; [ ] = another dose, or the depositor's remark. Unless noted, calls come from the whole dose curve; as a rule, active = well fitted curve in the direction sought with a large enough effect; inconclusive = small, poorly fitted or top-dose-only effect, or another doubt; inactive = no such curve, though single readings can be large; an effect the other way counts as inactive or inconclusive. The order is random; overall some 11% were active at least once.

Order of values – KB-3-1 tox, HT1080 IDH1KD tx, MCF10A rerep, S2 tox, HT1080-NT tox, KB-V1 MDR tox, IL-1B inflam inh, SW480 rerep, ATXN2 expr inh
> Cc1c(C(=O)N2CCN(Cc3ccccc3)CC2)oc2c1C(=O)CC(C)(C)C2
    3.2%, -0.3%, ?, i, -6.0%, -17.1%, 23.7, -1.2%, -11.2%
> O=S1(=O)c2ccc(Br)cc2N2CCC[C@@H]2CN1Cc1ccccc1
    ?, 3.66µM*, ?, ?, ?, 0.0%, 72.4, 2.91µM*, -4.5%
> COc1ccc(OC)c(C2C(C(=O)c3ccco3)=C(O)C(=O)N2Cc2cccnc2)c1 (stereo unspecified)
    16.3%, 0.3%, 2.0%, i, 0.7%, ?, 11.3, ?, 0.0%
> CC(=O)Cc1nsc(NC(=O)c2ccc(-c3ccccc3Cl)o2)n1
    ?, ?, 11.6µM*, ?, -24.7%, ?, -0.2, ?, 16.1%
> CC(O)CN1CCN(C(=O)CN2C(=O)NC(c3ccccc3)(c3ccccc3)C2=O)CC1 (stereo unspecified)
    23.4%, 0.8%, 5.0%, i, 1.2%, ?, 7.0, 5.0%, ?
> C=CCn1c(SCC(=O)NCC2CCCO2)nc2scc(-c3ccc(OC)cc3)c2c1=O (stereo unspecified)
    -7.1%, -0.3%, -1.0%, i, -4.7%, -1.9%, 0.0, 12.0%, -10.9%
> CCCN(CC(=O)Nc1cc(C)on1)CC(=O)Nc1ccc(F)c(F)c1F
    -13.7%, 2.1%, 4.4%, i, -1.3%, 4.61µM*, 19.0, 0.1%, 3.7%
> COc1c(C)cc(C(O)c2ncc(-c3cccc4ccccc34)[nH]2)cc1C (stereo unspecified)
    ?, ?, ·, i, ?, -4.5%, 58.9, ·, -24.6%
> Cc1ccc2c(=O)cc(C(=O)Nc3c(C)cccc3C)oc2c1
    5.8%, ·, ·, i, ·, -13.5%, ·, ·, -2.0%
> O=C(/C=C/c1ccco1)N(Cc1cccc(Cl)c1)C1CCS(=O)(=O)C1 (stereo unspecified)
    -0.4%, 1.2%, 0.0%, i, 2.4%, -12.0%, 6.8, -69.3%, -2.0%
> CC(C)(O)[C@@H]1Cc2c(ccc3ccc(=O)oc23)O1
    6.2%, 3.1%, 5.7%, i, 3.9%, 0.0%, 5.7, -9.4%, 7.0%
> CN1CCN(C(=O)C2=C[C@H](c3ccc4c(c3)OCO4)C[C@H](OCc3ccc(CO)cc3)O2)CC1
    0.2%, 0.6%, 8.2µM*, i, 7.3%, -1.8%, -10.6, -0.6%, -5.2%
> Oc1ccc(Br)cc1/C=N/N1CCCCC1
    -4.0%, 7.9%, 12.4%, i, 7.7%, -13.3%, -13.7, -14.4%, 68.4%[activator]
> CCc1nc(SC)ncc1C(=O)N1CCN(c2cc(C)ccc2C)CC1
    -15.9%, ·, ·, i, ·, -25.1%, ·, ·, 2.0%
> COc1cc(C(=O)O)cc(NC(=O)c2cccs2)c1OC
    17.5%, 13.8%, 7.5%, i, 12.1%, ?, 13.3, 0.4%, 0.4%
> O=C(/C=C/c1ccco1)NC(=S)Nc1ccccc1Br
    -0.8%, 1.9%, 20.6µM*, i, -0.7%, -12.5%, -18.4, 21.7%, -10.7%
> COC(=O)c1ccc(CSc2nnc(NC(=O)C3CC(=O)N(Cc4ccc(C)cc4)C3)s2)cc1 (stereo unspecified)
    8.8%, -19.7%, ?, i, -3.9%, -13.6%, 9.4, -0.1%, -0.9%
> COc1ccc(OC)c(NC(=O)C(CCSC)NS(=O)(=O)c2cccs2)c1 (stereo unspecified)
    12.7%&21.0%, -4.0%, 10.6%, i, -10.3%, -11.3%&0.0%, 8.1, -2.5%, -0.9%&0.4%
> Cc1cc(C)n2nc(C(=O)OC(C)C(=O)c3ccccc3)nc2n1 (stereo unspecified)
    0.1%, -0.8%, 8.9%, i, -7.8%, 2.9%, 3.9, -1.5%, -4.2%
> NC(=O)c1cccc(-c2ccnc3c2CC(C(=O)Nc2cccc(C(F)(F)F)c2)O3)c1 (stereo unspecified)
    ?, ?, ·, i, ?, 23.1µM*, 10.3, ·, ?
> COc1ccccc1N1CCN(Cc2cc3c(cc2Br)OCCO3)CC1
    ?, ?, 18.4%, i, -29.2%, ?, ?, 12.2%, -25.2%
> CCCC(C)C(=O)Nc1ccc(C(N)=O)cc1 (stereo unspecified)
    13.9%, -1.4%, 0.5%, i, 1.8%, -1.1%, -7.5, -14.4%, 1.6%
> COc1ccc(C(=O)C2CCCN(Cc3cn(C)nc3-c3ccccc3)C2)cc1F (stereo unspecified)
    -0.4%, -12.3%, 19.6%, i, -11.6%, -1.7%, -15.0, -7.4%, ·
> COc1ccc(NC(=O)C(C)n2nc(-c3cc(C)ccc3C)c3c(c2=O)CCCC3)cc1 (stereo unspecified)
    4.8%, ·, ·, ?, ·, ?, ·, ·, -29.4%
> COc1cc(N/C(N)=N/c2nc(C)cc(C)n2)c(OC)cc1Cl
    -10.2%, -12.5%, -5.4%, i, -18.0%, 17.9%, ?, -2.2%, -34.6%
> CCN(CC)S(=O)(=O)c1ccc(N2CCOCC2)c(NC(=O)COc2ccccc2)c1
    -3.5%, -3.2%, -10.4%, ?, 5.0%, 3.5%, -2.4, -21.1%, -16.8%
> Cc1ccc(S(=O)(=O)N(C)c2ccc(C(=O)O)cc2)cc1
    6.1%, 7.1%, 5.1%, i, 0.6%, ?, 9.7, -6.1%, 4.3%
> COc1ccc(-n2c(=O)c3ccccc3c3ccccc3c2=O)cc1
    -3.9%, 6.5%, 0.1%, i, 8.6%, 3.6%, 7.6, 1.1%, 11.8%
> Cc1ccc(C(=O)Nc2ccc(N3CCN(C)CC3)cc2)cc1
    -15.8%, -0.5%, ?, i, -1.5%, 1.2%, -2.8, 6.6%, -9.0%
> O=C(O)c1cc2n(n1)C(C(F)(F)F)CC(C1CC1)N2 (stereo unspecified)
    17.4%, 10.5%, 1.8%, i, 6.2%, 0.4%, 2.3, ?, -1.9%
> CCOc1ccc(NC(=O)CCC(=O)N/N=C2\CCCc3ccccc32)cc1
    3.1%, -6.1%, -21.9%, i, -3.9%, -9.4%, i, -23.4%, -19.5%
> O=C(COC(=O)CCSc1ccc(Cl)cc1)NCc1ccco1
    -0.7%, 20.9%, -1.4%, i, 16.6%, -4.3%, -4.7, -0.4%, -24.3%
> CCCCn1c(N)c(N(CCOC)C(=O)c2ccc(N3CCCC3=O)cc2)c(=O)[nH]c1=O
    29.3%, 11.3%, -2.5%, i, 12.4%, 20.5%, -6.6, -14.8%, 11.9%
> CCOC(=O)c1c(C)[nH]c(C)c1C(=O)COC(=O)/C=C/c1cccc(C(F)(F)F)c1
    ?, 1.5%, 14.5%, i, 10.6%, -7.4%, -2.5, ?, 2.6%
> O=C(NCc1ccc2c(c1)OCO2)c1cnc2ccccn2c1=O
    20.7%, -5.7%, -18.7%, i, 16.4%, 2.0%, 23.3, -3.6%, 12.1%
> O=C(CCCN1C(=O)/C(=C/c2cccs2)SC1=S)Nc1cccc(O)c1
    27.9%, 16.4µM*, ?, ?, ?, 6.3%, -94.0*, ?, 22.2%
> Cc1ccc2oc(C(=O)NC3CCS(=O)(=O)C3)cc(=O)c2c1 (stereo unspecified)
    -16.0%, 0.0%, 1.1%, i, 2.1%, ?, 0.0, 20.6µM*, -1.9%
> COc1ccc(CC(=O)Nc2nc3ccccc3s2)cc1S(=O)(=O)N1CCOCC1
    -1.7%, -13.1%, 7.9%, ?, -21.6%, 1.9%, -25.5, 0.1%, -13.1%
> CCc1nnc(NC(=O)CSc2nnc(-c3c[nH]c4ccccc34)n2CC)s1
    -25.4%, 20.3%, 18.2%, i, 6.7%, 15.2%, 41.4, -2.5%, -3.0%
> CCCCN(C)c1nc(-c2ccco2)c2c(c1C#N)CC(C)(C)OC2
    0.0%, -21.6%, ?, i, ?, -9.9%, -67.0*, 16.4µM*, 22.4µM*
> COc1cc(/C=C(/C#N)c2ccc(C)cc2)ccc1Oc1ccc([N+](=O)[O-])cn1
    2.8%, 6.4%, ?, i, 0.3%, ?, -69.3*, 0.5%, -17.4%
> O=C(NNS(=O)(=O)c1ccc(Br)cc1)c1cccs1
    -4.6%, -1.8%, -12.0%, i, 2.0%, 5.3%, -10.4, 2.3%, -29.5%
> Cc1cccc([C@H](NC(=O)OC(C)(C)C)C(=O)OC(C)(C)C)c1
    16.0%, 18.7%, 16.3%, i, 28.4%, 9.1%, 22.0, -1.3%, 0.3%
> CS(=O)(=O)N1CCN(C(=O)C2c3ccccc3Oc3ccccc32)CC1
    15.3%, -8.2%, -5.3%, i, -1.5%, ?, -1.8, 1.2%, -2.5%

Reformatted: results already given
CCc1nnc(NC(=O)CSc2nnc(-c3c[nH]c4ccccc34)n2CC)s1
  KB-3-1 tox: -25.4%; HT1080 IDH1KD tx: 20.3%; MCF10A rerep: 18.2%; S2 tox: i; HT1080-NT tox: 6.7%; KB-V1 MDR tox: 15.2%; IL-1B inflam inh: 41.4; SW480 rerep: -2.5%; ATXN2 expr inh: -3.0%
CS(=O)(=O)N1CCN(C(=O)C2c3ccccc3Oc3ccccc32)CC1
  KB-3-1 tox: 15.3%; HT1080 IDH1KD tx: -8.2%; MCF10A rerep: -5.3%; S2 tox: i; HT1080-NT tox: -1.5%; KB-V1 MDR tox: ?; IL-1B inflam inh: -1.8; SW480 rerep: 1.2%; ATXN2 expr inh: -2.5%

Screens from PubChem BioAssay.
